TIM10 inh – TIM10 yeast growth inhibition | S. cerevisiae TIM10 strain growth, BacTiter-Glo luminescence, 24 h | inhibition, % at 10 µM | 1.4% of 330,000 active;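 active = inhibition of 40% or more at the single tested concentration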;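 also: wild-type TIM10 isogenic control strain grown at permissive 25 °C; 0% = DMSO yeast wells and 100% = minimal medium wells without yeast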
hIAP block – human IAP inhibition. 0.12% of 330,000 active. AID 2544. inhibition, % at 10 µM. purified IAP, CDP-Star luminescence, 30 min. P09923;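 active = inhibition reaching a set limit with compound at 10 µM in the primary screen, cut at about 35% in these data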;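 also: plate controls were DMSO wells with enzyme for no effect and no-enzyme buffer wells for full effect; values of inactives mirror those of a sister screen read the other way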
APOBEC3G inh – APOBEC3G (human) deaminase inhibition. Q9HC16. recombinant A3G, ssDNA deamination FAM/TAMRA fluorescence. inhibition, % at 20 µM. 0.28% of 330,000 active. AID 493012;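 active = inhibition of at least 40% at 20 µM, with no more than 30% in the related APOBEC3A deaminase screen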;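 also: plate controls were DMSO wells with A3G for no effect and wells lacking A3G enzyme for full effect; some compounds called inactive have numbers as strong as hits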
Target sequence (Q9HC16 whole entry, looked up): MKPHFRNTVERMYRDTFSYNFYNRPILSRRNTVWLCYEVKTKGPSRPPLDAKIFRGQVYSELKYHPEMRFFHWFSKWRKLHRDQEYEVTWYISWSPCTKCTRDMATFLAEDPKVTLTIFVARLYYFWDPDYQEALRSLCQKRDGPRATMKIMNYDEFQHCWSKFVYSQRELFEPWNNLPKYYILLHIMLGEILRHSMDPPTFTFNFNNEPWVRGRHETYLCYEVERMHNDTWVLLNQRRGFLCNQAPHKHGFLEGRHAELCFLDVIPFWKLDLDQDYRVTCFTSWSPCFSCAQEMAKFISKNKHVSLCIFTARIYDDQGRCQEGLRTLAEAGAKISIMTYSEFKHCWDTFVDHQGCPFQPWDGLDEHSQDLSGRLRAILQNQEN
NLRP3 yeast inh – blocks the NALP3 inflammasome reconstituted in yeast | Yeast reconstituted NLRP3/ASC/caspase-1, beta-gal luminescence, 24 h | inhibition, % at 10 µM | 0.39% of 330,000 active | AID 2825;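 active = inhibition of 50% or more; inactive = inhibition below 50%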;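 also: plate controls were induced DMSO wells for no effect and uninduced yeast grown without galactose for full effect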
tim10-1 inh – inhibits growth of tim10-1 mutant yeast. S. cerevisiae tim10-1 ts strain growth, BacTiter-Glo, 24 h. inhibition, % at 20 µM. 2.2% of 330,000 active. AID 463190;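 active = inhibition of at least 40%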;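 also: mutant grown at 25 °C; 0% = DMSO wells with yeast and 100% = wells holding no yeast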
mIAP inh – blocks mouse intestinal alkaline phosphatase. purified mouse IAP, CDP-Star luminescence, 30 min. inhibition, % at 10 µM. 0.2% of 330,000 active. AID 2806;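 active = inhibition of at least 40% at 10 µM in the primary screen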;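 also: plate controls were DMSO with enzyme for no effect and no enzyme wells for full effect; values of inactives mirror those of a sister screen read the other way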
mIAP act – increases mouse intestinal alkaline phosphatase activity; muIAP, CDP-Star luminescence, 30 min; hits give high values; 1 = vehicle-only enzyme signal, 0 = enzyme-free wells; activation factor at 10 µM; 0.24% of 330,000 active;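 active = activation factor of at least 2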; also: the source names both 10 and 20 µM as test concentration; values of inactives mirror those of a sister screen read the other way
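Assay system: mouse IAP enzyme; Reagent: CDP-Star chemiluminescent phosphatase substrate; Compound: DMSO-dissolved test compounds; Incubation: 30 min, room temperature; Technique: luminescence from enzymatic CDP-Star hydrolysis; Controls: DMSO-only wells and no-enzyme negative control.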
beta cell repl – MIN6 beta-cell proliferation induction; MIN6 cells proliferation, ATPlite luminescence, 48 h; cells starved in 0.2% serum; 100% = growth in 10% serum; proliferation, % at 10 µM; 0.29% of 330,000 active; AID 2380;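 active = compounds whose signal lies at least 3.5 SD above the mean of all wells on their plate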;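 also: 0% = DMSO-treated cells in low-serum medium and 100% = 10% serum control; some compounds called inactive have numbers as strong as hits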
APOBEC3A inh – human APOBEC3A DNA deaminase inhibition; P31941; recombinant A3A, FAM/TAMRA ssDNA deamination fluorescence; inhibition, % at 20 µM; 0.41% of 330,000 active;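 active = at least 40% inhibition at 20 µM here, with at most 30% in a related deaminase screen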;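 also: plate controls were A3A with DMSO for no effect and wells lacking A3A enzyme for full effect; some results filed as inactive read as strong as hits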
Target sequence (P31941 whole entry, looked up): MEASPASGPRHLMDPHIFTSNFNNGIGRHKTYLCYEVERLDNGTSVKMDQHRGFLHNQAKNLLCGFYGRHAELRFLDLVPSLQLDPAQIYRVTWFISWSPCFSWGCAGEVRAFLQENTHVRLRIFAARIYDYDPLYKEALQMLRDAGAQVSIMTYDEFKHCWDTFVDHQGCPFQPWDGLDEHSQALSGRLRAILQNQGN
* = called active by the depositor; i = inactive; . = not tested or not shown; & = joins results of further samples.

SMILES	TIM10 inh	hIAP block	APOBEC3G inh	NLRP3 yeast inh	tim10-1 inh	mIAP inh	mIAP act	beta cell repl	APOBEC3A inh
Cc1ccc(-n2[nH]c(C)c(/C=N/NC(=O)c3cccc([N+](=O)[O-])c3)c2=O)cc1C	-10	-12	-5	18	6	8	0.92	-6	-2
COc1ccc(C)cc1Nc1nc(-c2ccccc2O)nc2ccccc12	17	3	-3	15	8	1	0.99	1	-2
O=C(COC(=O)CC1CC2CCC1C2)NC(=O)NC1CCCC1 (stereo not drawn)	7	-2	-10	17	3	-13	1.1	-2	-3
CCOc1ccc(NC(=O)COC(=O)c2ncc(Cl)c(Cl)c2Cl)cc1	-15	1	-1	-4	-10	-9	1.1	-3	0
CCCCNC(=O)C(C1CCCCC1)N(CCN(C)C)C(=O)CCCN1C(=O)NC(c2ccc(-c3ccccc3)cc2)C(C(=O)OCc2ccccc2)=C1C (stereo not drawn)	5	.	6	.	29	-168	2.7*	.	4
O=C(O)c1cccc(Nc2ncnc3ccc(Br)cc23)c1	3	-7	-1	3	-2	4	0.96	0	0
Cc1ccc(NS(=O)(=O)c2c(F)cc(F)c(Cl)c2F)cc1S(=O)(=O)N1CCOCC1	-4	6	-7	-4	0	-3	1	-1	-1
CCN1CCN(C(=S)Nc2ccc(Cl)cc2)CC1	6	10	-1	12	9	-3	1	1	1
CC(=O)c1ccc(S(=O)(=O)N2CCN(c3ccccc3F)CC2)cc1	22	4	-1	-12	34	5	0.95	0	3
O=C(O)CCNC1CCCCC1	-4	10	-2	10	8	7	0.93	-2	0
O=C(Nc1ccc(Cl)cc1)N[C@@H]1c2c(ccc3ccccc23)OC[C@@H]1CO	11	-11	-7	9	-2	i	13*	-5	-6
CCCN(CC(=O)Nc1ccc(F)c(F)c1F)C(=O)c1ccc2c(c1)NC(=O)CS2	5	14	-9	10	-1	-6	1.1	-2	-1
CN(Cc1ccccc1)S(=O)(=O)c1ccc(Cl)c(C(=O)NCCCN2CCOCC2)c1	-7	10	2	19	4	-8	1.1	5	4
CCOc1ccc(NC(=O)C(=O)NCCN2CCN(S(=O)(=O)c3ccccc3)CC2)cc1	-10	0	3	10	19	-12	1.1	2	3
N#Cc1cccc(NC(=S)Nc2ccccc2)c1	-4	-13	1	-1	28	1	0.99	0	0
CC(=O)c1ccccc1NC(=O)COC(=O)c1cc[n+]([O-])cc1	-12	-2	-9	9	-12	2	0.98	-4	-4
C#CCCC(=O)c1ccccc1/C=[N+](\[O-])c1ccccc1	-3	3	-9	2	6	11	0.89	-7	-1
COc1ccc2c(c1OC)C(=O)OC2C1c2c(cc3c(c2OC)OCO3)CCN1C (stereo not drawn)	6&11	6&2	7&-9&0	1&12	19&20	2&0	0.98&1.1	0&-2	3&-2&2
CC(C)(C)n1cnc2cc(NCc3cccs3)ccc21	4	-8	-10	4	8	-2	1	-2	0
COc1ccc(C(=O)N2CCC(C(=O)c3ccc(F)cc3)CC2)cc1	-12	0	-2	18	20	-3	1	-3	-1
COc1ccc2c(=O)c(-c3cnn(-c4ccccc4)c3)c(C)oc2c1	70*	-13	4	62*	48*	-2	1	-3	-3
Cc1c(NC(=S)N/N=C/C=C/c2ccccc2)c(=O)n(-c2ccccc2)n1C	26	1	-7	26	16	17	0.83	-1	-5
COCCOC(=O)C1=C(C)NC2(O)c3ccccc3C(=O)C12O (stereo not drawn)	-5	-13	-7	8	7	7	0.93	1	-1
O=C(COC(=O)C1CC1)NC(=O)NCc1ccccc1	-17	-8	-10	3	-3	2	0.97	-3	2
COc1ccc(N=Cc2cc(Cc3ccccc3Cl)cc([N+](=O)[O-])c2O)cc1OC	60*	15	0	16	12	12	0.88	-6	2
O=C(NNC1=C(C(=O)C(F)(F)F)CCC1)c1cccc(Cl)c1	-75	-28	-9	5	-40	13	0.87	-6	-4
COc1ccc(CN2CCc3ccccc3C2)cc1Br	-6	19	-7	22	13	11	0.89	-3	-7
CCCCCC(=O)Nc1cc(S(=O)(=O)N2CCOCC2)ccc1N1CCN(C)CC1	1	-24	-3	14	-1	9	0.91	-1	-2
Clc1ccc(-c2cnc(Oc3ccccc3)nc2)cc1	10	-2	-6	-9	15	-13	1.1	-2	-4
CCCn1c2c(c(O)c(C(=O)Nc3nccs3)c1=O)CCCC2	19	-12	-4	8	23	5	0.95	-3	0
CCN(CC)S(=O)(=O)c1ccc(C(C)NC(=O)C2CCCN2C(=O)c2cccs2)cc1 (stereo not drawn)	2	-5	-2	19	10	7	0.93	0	25
C/C(=N\OCC(=O)NC(C)C)c1cccs1	8	8	-4	27	7	13	0.87	0	3
COC(=O)N1CCN(c2ccc(C)cc2)C(C)C1 (stereo not drawn)	-7	-7	-3	18	5	9	0.91	0	-3
COCCCNC(=O)/C(C#N)=C/c1c(N2CCN(C)CC2)nc2c(C)cccn2c1=O	0	-6	0	13	-3	0	1	3	0
COCCCNC(=O)/C(C#N)=C/c1cc(C)[nH]c1C	-9	3	-5	-4	-2	-5	1.1	-2	-3
CCOc1ccc(/C=C2\SC(N3CCCCC3)=NC2=O)cc1	31	15	-4	46	15	10	0.91	-5	-2
CC(/C=N/n1c(-c2cc(C)[nH]n2)n[nH]c1=S)=C\c1ccccc1	8	-63	44*	4	39	1	0.99	-1	2
Cc1cc(C)n(CCNC(=O)CCc2nnc(CCc3ccccc3)o2)n1	-9	-7	-6	-3	0	2	0.98	0	-3
Cc1ccc(S(=O)(=O)N2CCCC2C(=O)Nn2cnnc2)cc1 (stereo not drawn)	17	12	-8	21	14	-6	1.1	1	-3
O=C(CCCN1C(=O)/C(=C\c2cccs2)SC1=S)NNC(=O)c1cccnc1	-1	-46	-7	12	-11	10	0.91	1	-2
C#Cc1ccc([C@H]2C=C(C(=O)N3CCN(Cc4ccccc4)CC3)O[C@@H](OCc3ccc(CO)cc3)C2)cc1	20	3	-13	10	14	33	0.67	-9	-1
O=C(c1ccccc1)c1ccc(OC(=O)N2CCOCC2)cc1	16	-7	-5	19	14	-2	1	-2	-2
CC(C)CNC(=O)NC(=O)COC(=O)c1ccccc1Sc1ccc(C(F)(F)F)cc1[N+](=O)[O-]	17	-7	-3	13	1	7	0.93	0	2
CCCCC(Sc1nc(N)c(NC(=O)c2ccco2)c(=O)[nH]1)C(=O)O (stereo not drawn)	4	-21	-9	13	6	8	0.92	-5	-2
O=C(Nc1cc(-c2ccccc2)nn1-c1c(Cl)cccc1Cl)c1ccc(F)cc1	7	2	-8	30	12	6	0.94	-5	-4

Reprinted from the part before: two entries; new compounds follow.
SMILES	TIM10 inh	hIAP block	APOBEC3G inh	NLRP3 yeast inh	tim10-1 inh	mIAP inh	mIAP act	beta cell repl	APOBEC3A inh
CCCCC(Sc1nc(N)c(NC(=O)c2ccco2)c(=O)[nH]1)C(=O)O (stereo not drawn)	4	-21	-9	13	6	8	0.92	-5	-2
O=C(Nc1cc(-c2ccccc2)nn1-c1c(Cl)cccc1Cl)c1ccc(F)cc1	7	2	-8	30	12	6	0.94	-5	-4
COCCCNC(=O)C(=O)Nc1ccc2c(c1)N(S(=O)(=O)c1cccs1)CCC2	31	0	-7	-7	32	9	0.91	-3	-3
Cn1ccnc1SCC(=O)NC1CCCCC1	-3	-11	-6	2	-1	2	0.97	2	-16
N#Cc1c(C(F)(F)F)cc(Cc2ccccc2)nc1SCC(=O)NCC(=O)O	12	-12	-6	9	11	4	0.95	-1	-1
Cc1onc(-c2c(Cl)cccc2Cl)c1C(=O)NCCc1ccc(S(N)(=O)=O)cc1	1	10	-3	15	3	12	0.88	-1	0
COc1ccccc1CC(=O)Nc1cccc(C(=O)NN2C(=O)c3ccccc3C2=O)c1	-11	-76	-5	8	15	3	0.97	0	-1
Cc1ccc(-c2cc(=O)c3cc(Cl)ccc3[nH]2)cc1	-6	7	-4	-1	-2	0	1	-6	5
O=C(Nc1nc(-c2ccc3ccccc3c2)cs1)c1ccc(N2C(=O)CCC2=O)cc1	-20	-2	-10	0	-6	9	0.91	-3	-4
Cc1cnc(CNC(=O)C2CCC(=O)N(Cc3ccc(Cl)cc3)C2)[nH]1 (stereo not drawn)	-12	-16	-6	5	-3	-1	1	-3	-6
CN1CCN(C(=O)/C=C\c2ccc(Cl)cc2)CC1	0	3	-1	11	1	0	1	2	3
COc1ccccc1CNC(=O)C1CCN(S(=O)(=O)c2cccc([N+](=O)[O-])c2)CC1	12	8	-6	19	-17	6	0.94	0	-1
CCCCNC(=O)c1ccc2c(c1)ncn2C1CCCC1	-6	11	-4	11	24	1	0.99	-1	-2
COc1ccc(CCNC(=O)C(=O)NCC2OCCN2S(=O)(=O)c2ccc(Cl)cc2)cc1 (stereo not drawn)	-4	0	-6	15	7	0	1	-2	-4
COc1ccccc1OCCCN1C(=O)C(=O)c2cccc(C)c21	18	9	-3	24	9	14	0.86	-5	2
Cc1[nH]c2ccccc2c1Cc1nnc(SCc2ccccc2)o1	-9	-9	-6	32	17	-15	1.1	-5	-1
CCC(C)NC(=O)c1oc2ccc(S(=O)(=O)N3CCC4(CC3)OCCO4)cc2c1C (stereo not drawn)	6	20	-7	11	0	1	0.99	0	-1
Cc1ccc(S(=O)(=O)Nc2ccc3c(c2)nc2n3CCN(Cc3ccccc3)C2)cc1	21	-10	0	-3	15	-4	1	0	1
N#Cc1c(NC(=O)CN2C(=O)c3ccccc3C2=O)oc(-c2ccccc2)c1-c1ccccc1	2	-8	-3	-26	16	15	0.85	-2	0
COc1ccc(CCNc2nc(C)cc(C)n2)cc1OC	0	-4	-3	18	-4	1	0.99	-3	-3
O=C(CSc1ncnc2nc[nH]c12)Nc1ccc(Br)cc1Cl	0	-15	-3	10	-15	10	0.9	0	2
CCN(CC)S(=O)(=O)c1cc(C(=O)Nc2cc(C)[nH]n2)ccc1Cl	-2	-30	-7	-6	7	-5	1.1	-5	-2
Cc1cccc(NC(=O)CSc2nnc(-c3ccco3)o2)c1C	-2	-9	-3	7	14	4	0.96	4	-2
CCCNC(=S)Nc1ccc(Oc2ccccc2)cc1	42*	16	-3	42	42*	-31	1.3	-6	0
Cc1ccc(C)c(CSC2=NCCN2C(=O)c2cccs2)c1	9	3	-4	-13	34	8	0.92	-1	-1
O=C1Nc2ccc(Cl)cc2[C@@](C#CC2CC2)(C(F)(F)F)O1	29	3	-6	31	36	9	0.91	-5	1
Cc1cc(NC(=O)CCC(=O)N(Cc2ccccc2)C2(C(=O)NC3CCCCC3)CCCC2)no1	-7	-14	-6	5	-20	6	0.94	1	-2
N#CCCn1cc(C(=O)Nc2ccc(C(=O)O)cc2)c(-c2cccc(Br)c2)n1	-1	14	-6	19	-12	-7	1.1	-1	-5
CC(=O)N1CCN(C(=O)COC(=O)c2oc3ccccc3c2C)CC1	4	4	-2	1	-1	-5	1.1	1	-1
CCC(=C(c1ccc(OC)cc1)c1ccc(OC)cc1)c1cn(CC(O)CN(CCO)CCO)c2ccccc12 (stereo not drawn)	15	-3	-6	17	19	11	0.89	-6	3
COc1ccccc1CCNC(=O)C(=O)Nc1cc2c3c(c1)CC(=O)N3CCC2	17	-8	2	15	9	-1	1	-2	9
CC(=O)Nc1ccc(S(=O)(=O)Nc2ccc(Cc3ccncc3)cc2)cc1	3	-9	-4	20	18	5	0.95	0	-2
CCC(CC)COC(=O)C1=C(C)NC(=O)NC1c1ccc(N(C)C)cc1 (stereo not drawn)	-4	11	-8	11	16	0	1	-3	-5

Screening results: PubChem, Sanford-Burnham Center for Chemical Genomics
